# Bioassay records deposited in PubChem by Southern Research Specialized Biocontainment Screening Center.
# H37Rv inhibition = M. tuberculosis growth inhibition, HTS (AID 449762) | M. tuberculosis H37Rv growth inhibition, 7H9 media; higher % means a stronger effect | 330,000 compounds, 0.59% hits | inhibition, % at 25 µM, or IC50 in µM where a hit was titrated; in the data active means a potency from the dose series; inconclusive means inhibition above about 70% without an active follow-up result;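 further: bacterial growth assessed after seven days of incubation; strong numbers were not always called active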
# inhibitors of VEEV = inhibitors of VEEV TC-83 cytopathic effect, confirmation, Vero cells (AID 588727); Vero cells, VEEV TC-83 cytopathic effect inhibition; higher % means a stronger effect; inhibition, % at 20 µM, or IC50 in µM where a hit was titrated; 350,000 compounds, 0.13% hits; in the data active means a potency from the dose series; inconclusive means inhibition mostly from about 14% at the one dose, without a potency; inactive means the rest, 99 in 100 with inhibition below about 12%; further: strong numbers were not always called active
# H1N1 NS1A inhibition = H1N1 influenza NS1A inhibitors, functional cell based assay (AID 504329); NS1A functional cell-based assay, percent inhibition; higher % means a stronger effect; 340,000 compounds, 0.3% hits; one-dose inhibition, % at 12.5 µM; IC50 in µM for titrated hits; in the data active means a potency from the dose series; inconclusive means inhibition above about 27% without an active follow-up result; further: strong numbers were not always called active
# tuberculosis growth = growth inhibition of non-replicating M. tuberculosis (AID 488890) | Mycobacterium tuberculosis non-replicating, growth inhibition; higher % means a stronger effect | inhibition, % at 25 µM, or IC50 in µM where a hit was titrated | 320,000 compounds, 0.39% hits; in the data active means a potency from the dose series; inconclusive means inhibition mostly from about 82% at the one dose, without a potency; inactive means the rest, 99 in 100 with inhibition below about 76%;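 further: plate controls were DMSO cells for no effect and high antibiotic wells for full effect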
# PhoP GFP inhibition = PhoP regulon inhibitors, Salmonella typhi PhoP promoter GFP reporter, confirmatory (AID 1850). Salmonella Typhi PhoP-promoter GFP reporter, fluorescence, 4 h; higher % means a stronger effect. inhibition, % at 50 µM; hits with a dose series show IC50 in µM. 310,000 compounds, 0.33% hits; in the data active means a potency from the dose series; inconclusive means inhibition mostly from about 25% at the one dose, without a potency; inactive means the rest, 99 in 100 with inhibition below about 19%;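 further: 0% = induced wells with vehicle and 100% = uninduced wells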
# inhibitors of VEEV 10K pilot screen = second read-out of inhibitors of VEEV, no call of its own (marks repeat the call); inhibition, %; measured here: 10K pilot screen inhibition
# * marks the source's active call; other numbers are inactive results; i = inactive; u = inconclusive; x = not tested or not shown.
# The opening 2 records, ahead of the listing:
SMILES,H37Rv inhibition,inhibitors of VEEV,H1N1 NS1A inhibition,tuberculosis growth,PhoP GFP inhibition,others
Cc1nn(CC(=O)NNC(=S)Nc2ccccc2)c(C)c1[N+](=O)[O-],-12%,i,-2%,-2%,-7%,inhibitors of VEEV 10K pilot screen=1.4
COc1ccc(OCCCC(=O)OC(C)C(=O)Nc2cccc(C(C)=O)c2)cc1 (centres undefined),11%,0.8%,5%,45%,15%,

# Main list, repeating the preview:
SMILES,H37Rv inhibition,inhibitors of VEEV,H1N1 NS1A inhibition,tuberculosis growth,PhoP GFP inhibition,others
Cc1nn(CC(=O)NNC(=S)Nc2ccccc2)c(C)c1[N+](=O)[O-],-12%,i,-2%,-2%,-7%,inhibitors of VEEV 10K pilot screen=1.4
COc1ccc(OCCCC(=O)OC(C)C(=O)Nc2cccc(C(C)=O)c2)cc1 (centres undefined),11%,0.8%,5%,45%,15%,
CCN(CC(=O)Nc1ccccc1C(F)(F)F)C(=O)CSCc1c(C)noc1C,-5%,2.9%,-8%,-17%,-5%,
CCOCCN1CCN(C2c3ccccc3CSc3ccccc32)CC1 (centres undefined),-7%,i,4%,34%,15%,
O=C(/C=C/c1ccccc1)CC(=O)c1ccccc1,x,1.2%,5%,x,x,
Cc1ccccc1-c1nc2c3ccccc3nc(=S)n2[nH]1,14%,1.6%,-1%,-2%,-13%,
Cc1nn(-c2ccccc2)nc1CNS(C)(=O)=O,2%,i,-1%,-10%,4%,
O=C(NC(=S)Nc1cccc2ncccc12)c1ccco1,5%,1.0%,-9%,16%,4%,
COc1ccc(NC(=O)C2CCN(Cc3cnn(-c4ccccc4)c3-n3cccc3)CC2)cc1OC,-3%,1.0%,6%,13%,-2%,
Cc1ccc(S(=O)(=O)N2CCN(C(=O)n3ccnc3)CC2)cc1,-10%,1.2%,-7%,2%,x,
O=C(Cn1nc(-c2ccccc2)nc1-c1ccccc1)OC1CCCCC1,u,0.3%,-4%,55%,2%,
C[C@H](CO)N1C[C@H](C)[C@@H](CN(C)Cc2ccc(Cl)c(Cl)c2)Oc2c(NC(=O)C3CCOCC3)cccc2C1=O,5%,1.1%,1%,34%,x,
COc1ccc2c(=O)c(C(=O)O)c(-c3ccc4c(c3)OCO4)n(C)c2c1,-10%,0.0%,7%,-16%,-1%,
Cc1ccc(C(NC(=O)Nc2ccccn2)C(Cl)(Cl)Cl)cc1F (centres undefined),0%,1.6%,6%,-8%,-12%,
CC(C)CN(C(=O)CN1C(=O)NC(c2ccccc2)(c2ccccc2)C1=O)C1CCS(=O)(=O)C1 (centres undefined),-2%,1.2%,-7%,30%,x,
COCCn1c(N)c(C(=O)c2cccc(S(=O)(=O)N3CCCCCC3)c2)c(=O)[nH]c1=O,-9%,3.1%,-4%,4%,x,
Cc1ccc(S(=O)(=O)NCCC(=O)NC2CCCCC2)cc1,-3%,1.0%,-3%,3%,x,
COc1cccc(NC(=O)COC(=O)Cc2ccccc2[N+](=O)[O-])c1,-12%,1.0%,-4%,63%,26%,
COc1cc(NC(=O)COC(=O)/C=C/c2c(C)nn(C3CCS(=O)(=O)C3)c2Cl)cc(OC)c1OC (centres undefined),-3%,0.7%,-4%,-14%,12%,
COc1ccc(C)cc1S(=O)(=O)N1CCC(C(=O)N2CCN(C)CC2)CC1,1%,1.5%,-11%,-14%,-2%,
Cc1nc2ccccc2c(=O)n1-c1ccc(F)c(NS(=O)(=O)c2ccccc2F)c1,-9%,1.9%,-6%,-11%,8%,
O=C(CN1C(=O)COc2ccccc21)N(CCCN1CCOCC1)CC1CC=CCC1 (centres undefined),1%,0.1%,8%,0%,-13%,
Cc1ccccc1C(=O)NC(CC(C)C)C(=O)Nc1ccc(S(N)(=O)=O)cc1 (centres undefined),-8%,0.5%,-4%,-4%,-3%,
c1ccc2[nH]c(N3CCOCC3)nc2c1,-3%,0.0%,4%,-10%,-21%,
Cc1cc[n+]2c3c(cccc13)CCC2,-5%,i,-6%,9%,-10%,
O=C(CNC(=O)c1ccc2c(c1)OCO2)Nc1cccc(Br)c1,-10%,2.1%,1%,-11%,x,
O=C(c1ccco1)N1CCN(c2nc3ccccc3n3nnnc23)CC1,2%,9.4%,4%,2%,23%,
COc1ccc(NC(=O)C2(N(C(=O)Cn3nnnc3N)c3ccc(OC)cc3)CCCCC2)cc1,8%,i,4%,15%,2%,
O=C(COc1ccccc1[N+](=O)[O-])N/N=C/c1ccc(O)c([N+](=O)[O-])c1,62%,2.1%,0%,49%,-2%,
O=C(O)c1sc2ncccc2c1OCc1ccccc1,2%,0.0%,-4%,20%,-28%,
Cc1cc(C)cc(-n2ccn(CC(=O)NCCc3ccccc3)c(=O)c2=O)c1,5%,0.1%,9%,3%,-19%,
CCC(C)c1ccccc1OCC(=O)NN1C(=O)c2ccccc2C1=O (centres undefined),0%,0.4%,-2%,-13%,-3%,
Cc1cc(SCC(=O)c2ccc3c(c2)OCO3)nc2ccccc12,x,i,2%,x,1%,
O=C(CN1C(=O)NC(c2ccccc2)(c2ccccc2)C1=O)NCc1ccco1,2%,i,3%,12%,x,
Cc1nc(NC(=O)c2ccccc2)sc1C1(C)CC(c2ccccc2F)=NO1 (centres undefined),0%,11%,5%,-5%,2%,
Cc1cc(CNC(=O)CCc2nnc(CCCc3ccccc3)o2)nn1C,8%,1.0%,3%,-5%,-21%,
COc1cccc(C(=O)NCCSCc2ccccc2Cl)c1,1%,0.2%,1%,41%,-5%,
CCCOc1ccc(/C=N/O)cc1,-9%,5.7%,-3%,x,-17%,
O=[N+]([O-])c1ccc(OCC(O)CN2CCN(c3ccccc3F)CC2)cc1 (centres undefined),-3%,0.2%,-10%,48%,-6%,
Nc1nc(SCc2ccccc2)c2ncn(C3CCCCC3)c2n1,x,2.1%,-7%,x,x,

# Retrieved one by one from above:
SMILES,H37Rv inhibition,inhibitors of VEEV,H1N1 NS1A inhibition,tuberculosis growth,PhoP GFP inhibition,others
Cc1nc(NC(=O)c2ccccc2)sc1C1(C)CC(c2ccccc2F)=NO1 (centres undefined),0%,11%,5%,-5%,2%,
O=C(c1ccco1)N1CCN(c2nc3ccccc3n3nnnc23)CC1,2%,9.4%,4%,2%,23%,
Cc1cc(C)cc(-n2ccn(CC(=O)NCCc3ccccc3)c(=O)c2=O)c1,5%,0.1%,9%,3%,-19%,
O=[N+]([O-])c1ccc(OCC(O)CN2CCN(c3ccccc3F)CC2)cc1 (centres undefined),-3%,0.2%,-10%,48%,-6%,

# Some of these compounds in order of length of the SMILES, low to high.
SMILES,H37Rv inhibition,inhibitors of VEEV,H1N1 NS1A inhibition,tuberculosis growth,PhoP GFP inhibition,others
CCCOc1ccc(/C=N/O)cc1,-9%,5.7%,-3%,x,-17%,
O=C(O)c1sc2ncccc2c1OCc1ccccc1,2%,0.0%,-4%,20%,-28%,
O=C(COc1ccccc1[N+](=O)[O-])N/N=C/c1ccc(O)c([N+](=O)[O-])c1,62%,2.1%,0%,49%,-2%,

# Next part
SMILES,H37Rv inhibition,inhibitors of VEEV,H1N1 NS1A inhibition,tuberculosis growth,PhoP GFP inhibition,others
COc1ccc(N2CCN(CC(=O)NCc3ccc(Cl)cc3)CC2)cc1,-2%,0.7%,4%,-5%,4%,
COc1ccc(NS(=O)(=O)N2CCCCC2)cc1,x,0.3%,-6%,x,x,
O=C(O)COc1ccc(/C=C2\SC(=Nc3ccccc3)N(c3ccccc3)C2=O)cc1,1%,i,0%,12%,-2%,
CC(C)CCNC(=O)C(c1ccncc1)N(Cc1cccs1)C(=O)Cn1nnc(-c2ccc(F)cc2)n1 (centres undefined),5%,i,5%,-2%,5%,
CC(C)(C)[C@@H]1COC(=O)[C@H](Cc2ccc(F)cc2)C/C=C\C[C@@H](CC(=O)NCCO)C(=O)N1,3%,0.4%,9%,12%,x,
CS(=O)(=O)N(CC(=O)Nc1ccccc1C(=O)N1CCOCC1)c1ccc2c(c1)OCO2,-6%,2.1%,8%,-13%,1%,
CN(C(=O)C(C)(C)C)C1c2c(ccc3ccccc23)OCC1CO (centres undefined),-3%,1.3%,-6%,7%,6%,
Cc1ccc(-c2nc(NCc3cccnc3)c3ccccc3n2)cc1,u,1.6%,-7%,50%,3%,inhibitors of VEEV 10K pilot screen=6.0
CCOC(=O)c1sc(=S)n(-c2ccccc2)c1NC(C)=O,0%,1.1%,-1%,-7%,1%,
COc1ccc(-c2noc(-c3ccccc3C(=O)Nc3cccc(OC)c3)n2)cc1,1%,0.3%,6%,39%,-7%,
COc1ccc(C2CC(=O)c3c([nH]c(C(=O)OC(C)C)c3C)C2)cc1OC (centres undefined),2%,1.0%,1%,3%,3%,
COc1ccc(NC(=O)CCNC(=O)C2CCN(S(=O)(=O)c3ccc(OC)cc3)CC2)cc1,10%,3.5%,-3%,5%,5%,
CC(C)C(=O)N1CCC(Cc2ccccc2)CC1,8%,0.1%,1%,33%,-1%,
COC(=O)C1CCN(C(=O)Nc2ccccc2)CC1,0%,i,-5%,17%,-2%,
O=C(Nc1cccc(F)c1)Nc1cccc(Cl)c1,4%,i,1%,56%,14%,
CC(NS(=O)(=O)c1ccc2c(c1)OCCO2)c1ccccc1 (centres undefined),3%,1.3%,0%,-9%,1%,
COCCCN(C(=O)c1ccco1)c1nc(-c2ccc(OC)cc2)cs1,u,4.4%,-1%,59%,-11%,
Cc1ccc(/C=N/NC(=O)CSc2nc3ccccc3s2)o1,2%,0.1%,-2%,u,-3%,
Cc1cc(C)cc(NC(=O)COC(=O)CCc2ccc(S(=O)(=O)N3CCOCC3)cc2)c1,7%,0.4%,3%,10%,0%,
COc1cccc(/C=C/c2n[nH]c(=O)c(C#N)c2C)c1,4%,28%,0%,14%,3%,
Cc1cc(C)c(S(=O)(=O)N2CCCC(C(=O)NCc3ccncc3)C2)c(C)c1 (centres undefined),-2%,i,-5%,-4%,4%,
O=c1oc2c(O)cccc2cc1-c1nc2ccccc2[nH]1,1%,1.8%,1%,7%,2%,
COc1ccc(S(=O)(=O)N2CCN(C(=O)c3cc(-c4ccc(C)cc4)n[nH]3)CC2)cc1,4%,i,-3%,6%,6%,
O=C(N/N=C/C1CC=CCC1)c1cc2ccccc2cc1O (centres undefined),2%,4.8%,2%,51%,-5%,
CSCCC(C(=O)NC1=NCCS1)N1C(=O)c2ccccc2C1=O (centres undefined),2%,0.5%,6%,-7%,5%,
Clc1ccc(C2[C@H]3CN(Cc4ccc(-c5ccccc5)cc4)[C@H](c4ccccc4)C34CC2(c2ccccc2)C4)cn1 (some centres undefined),3%,x,x,33%,-10%,
CN(C)c1ccc(C(=O)c2ccc(N(C)C)cc2)cc1,3%,i,8%,17%,22%,
COc1ccc(C(CNC(=O)c2ccc(C)o2)N2CCOCC2)cc1 (centres undefined),-8%,3.1%,-13%,3%,-6%,
Cc1cccc(C)c1NS(=O)(=O)c1ccc(-c2ccc(=O)[nH]n2)o1,6%,3.2%,1%,-17%,-2%,
COC(=O)c1ccc(/C=N\N2CCN(c3ccccc3)CC2)cc1,5%,i,-3%,-18%,5%,
CCOc1ccc(NC(=S)N/N=C(\C)Cc2ccc(OC)cc2)cc1,u,1.2%,-1%,55%,-14%,
O=C(O)C1=NN(c2c(F)c(F)cc(F)c2F)C(=O)CC1,-3%,1.8%,-1%,-13%,1%,
c1ccc2c(-c3[nH]ncc3CNCCCn3ncc4ccccc43)cccc2c1,55%,3.4%,6%,39%,10%,
CCCCC1NC(=S)N(C2CCCCC2)C1=O (centres undefined),10%,1.8%,-4%,12%,-2%,
Cc1ccc(NC(=O)CCN2C(=O)c3ccccc3Sc3ncccc32)cc1,-4%,i,11%,u,-5%,
S=c1[nH]nc(-c2cc(-c3ccccc3)n[nH]2)n1/N=C/c1ccc(Cl)cc1,-2%,8.4%,4%,-2%,0%,
CCN(CC)S(=O)(=O)c1ccc(C(=O)NC2=C(C(=O)OC)SCC2)cc1,-14%,i,11%,6%,-8%,
O=C(/C=C/Nc1ccc(F)cc1Br)c1ccccc1,1%,0.5%,2%,6%,-17%,
Cc1cccc(NC(=O)CCNC(=O)c2ccccc2Cl)n1,-2%,5.0%,-11%,11%,9%,
O=C(NCC1COc2ccccc2O1)C1CCCN(S(=O)(=O)c2cccc3nsnc23)C1 (centres undefined),-8%,i,-2%,-4%,8%,inhibitors of VEEV 10K pilot screen=4.4
CC(=O)N1c2ccc(S(=O)(=O)N3CCC(C(=O)N4CCN(c5ccccc5)CC4)CC3)cc2CC1C (centres undefined),3%,0.5%,2%,17%,14%,
CN(CC(=O)Nc1cccc(F)c1)C(=O)c1cc2c(s1)CCCCC2,4%,5.3%,-5%,4%,-3%,
Cc1ccc(Cl)cc1C1=CC(=O)C[C@H](c2ccc(F)cc2)C1,1%,i,-23%,10%,x,
